Screening data (PubChem BioAssay)
dFosB activator = mouse delta FosB homodimer activation | P13346 | purified delta FosB, TAMRA-CDK5 oligo fluorescence polarization; percent of positive-control signal above neutral wells | activation, % at 25 µM | actives 0.99% (n = 340,000) | AID 493131;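 active = mean activation above about 17%, with every replicate also reaching it, limit read from the data, passing the limit was not always enough; inconclusive = only one of the two conditions met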;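 note: fluorescence polarization rise as delta FosB binds a TAMRA Cdk5 AP-1 oligo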
cardiac RTF act = increases calcium sensitivity of human cardiac regulated thin filaments. AID 493008. P19429+P45379. IANBD-labeled TnC RTF fluorescence at EC20 calcium; 0% EC20 calcium, 100% full calcium. actives 0.24% (n = 340,000). activation, % at 7.2 µM;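 active = activation above the mean over all tested compounds plus 3 SD, cut at about 30% in these data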;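 note: rise in fluorescence read as greater calcium sensitivity of cardiac thin filaments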
LANA DNA inh = inhibitors of KSHV LANA C-terminal domain DNA binding. MBP-C-LANA/FAM-LBS DNA binding, fluorescence polarization. actives 0.078% (n = 340,000). inhibition, % at 9 µM. AID 504423;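 active = highest replicate inhibition at or above 60% at 9 µM, even if other replicates fall short; inactive = all replicates below 60% inhibition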;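 note: 0% = neutral control wells and 100% = 4 µM acridine orange control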
SUMO Mot1 rescue = SUMOylation pathway inhibition by Mot1-301 growth rescue; growth rescue, % at 18.8 µM; AID 2716; S. cerevisiae Mot1-301 growth rescue, ATP luminescence, 38.5C; percent above DMSO median, 100 means doubled; actives 1% (n = 320,000);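 active = every valid replicate shows activation above 250% relative to neutral control wells; inactive = the rest, any valid replicate at or below 250%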;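 note: OY570 slx delta 5 strain wells were the positive control but not used for scaling; some compounds called inactive have numbers as strong as hits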
PvdQ acylase = blocks Pseudomonas aeruginosa PvdQ acylase activity; purified PvdQ acylase, fluorescence plate reader; inhibition, % at 10 µM; actives 0.063% (n = 340,000); AID 488965; in the data active = inhibition above about 30%, passing the limit was not always enough; inconclusive = no clear call, values can overlap the other calls;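 note: 0% = vehicle neutral wells and 100% = reference inhibitor wells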
NSD2 HMT inh = NSD2 (human) methyltransferase inhibition; NSD2 peptide methylation, AlphaScreen, 120 min; actives 0.54% (n = 310,000); inhibition, % at 12.5 µM; in the data active = inhibition above about 50%
CDK5 inh = blocks human CDK5/p35 kinase activity | Q00535+Q15078 | Recombinant CDK5/p35, ADP-Glo luminescence, 60 min | inhibition, % at 10 µM | actives 0.01% (n = 330,000) | AID 488839;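 active = highest replicate inhibition of at least 50% and at least 75% of replicates reaching 50%; inconclusive = only one of the two criteria met; inactive = both criteria failed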;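 note: plate controls were DMSO neutral control for no effect and GW8510 at 10 µM for full effect; many of its hits are not listed in these tables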
Target sequence (Q00535 whole entry, looked up): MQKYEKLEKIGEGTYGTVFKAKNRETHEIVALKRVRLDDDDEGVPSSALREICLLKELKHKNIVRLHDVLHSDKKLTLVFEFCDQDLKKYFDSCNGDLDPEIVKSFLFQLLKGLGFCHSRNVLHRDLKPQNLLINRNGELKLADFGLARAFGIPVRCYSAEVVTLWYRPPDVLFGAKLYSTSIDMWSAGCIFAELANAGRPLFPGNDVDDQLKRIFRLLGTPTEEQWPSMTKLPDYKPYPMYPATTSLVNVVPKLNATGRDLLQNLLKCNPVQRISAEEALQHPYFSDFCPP
Target sequence (Q15078 whole entry, looked up): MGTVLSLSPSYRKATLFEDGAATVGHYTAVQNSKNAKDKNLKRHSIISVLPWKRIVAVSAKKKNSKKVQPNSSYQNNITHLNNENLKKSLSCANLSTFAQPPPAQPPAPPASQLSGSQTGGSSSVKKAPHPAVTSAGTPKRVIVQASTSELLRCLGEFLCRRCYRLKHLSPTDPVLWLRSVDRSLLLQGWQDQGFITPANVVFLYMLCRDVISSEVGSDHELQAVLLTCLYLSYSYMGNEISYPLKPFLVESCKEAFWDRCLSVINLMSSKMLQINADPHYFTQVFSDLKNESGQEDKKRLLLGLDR
PfHsp90 set2 = growth inhibition of yeast expressing Plasmodium Hsp90; S. cerevisiae expressing PfHsp90, BacTiter-Glo ATP, 48 h; yeast lacking PDR1 and PDR3 efflux regulators; actives 0.32% (n = 310,000); inhibition, % at 9.4 µM;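 active = every replicate shows inhibition above about 80%, whatever the replicate mean, limit read from the data; inconclusive = mean inhibition reaches the set limit but some replicate falls short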;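 note: 0% = DMSO neutral controls and 100% = 20 µM radicicol positive controls; yeast relying on Plasmodium falciparum Hsp90 in place of its own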
RTF Ca sens inh = cardiac RTF calcium desensitization. P19429+P45379. IANBD-labeled cardiac RTF, Ca2+ fluorescence. inhibition, % at 7.15 µM. actives 0.12% (n = 340,000). AID 493244;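 active = inhibition above the mean inhibition of all tested compounds plus 3 SD, cut at about 17% in these data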;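 note: assay run at fixed EC70 calcium of 1.6 mM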
Keap1-Nrf2 PPI = disrupts human Keap1 binding to Nrf2 peptide; Q14145; Keap1 Kelch-Nrf2 peptide fluorescence polarization, 1536-well; inhibition, % at 9.4 µM; actives 0.15% (n = 340,000); AID 504523; in the data active = inhibition above about 12%; inconclusive = no clear call, values can overlap the other calls; inactive = below about 7.3%;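 note: human Keap1 Kelch domain with fluorescein labeled Nrf2 9mer peptide probe; 0% = neutral control wells and 100% = peptide positive control; higher means more block of Keap1 binding to Nrf2 peptide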
Rtt109 Vps75 = blocks Candida albicans Rtt109/Vps75 acetyltransferase activity | purified Rtt109/Vps75, ThioGlo CoA-SH fluorescence, 4 h | inhibition, % at 34.9 µM | actives 0.16% (n = 330,000);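 active = inhibition of at least 50% in every replicate; inconclusive = best replicate reaches 50% inhibition but some replicates fall short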
Target sequence (Q5AAJ8 whole entry, looked up): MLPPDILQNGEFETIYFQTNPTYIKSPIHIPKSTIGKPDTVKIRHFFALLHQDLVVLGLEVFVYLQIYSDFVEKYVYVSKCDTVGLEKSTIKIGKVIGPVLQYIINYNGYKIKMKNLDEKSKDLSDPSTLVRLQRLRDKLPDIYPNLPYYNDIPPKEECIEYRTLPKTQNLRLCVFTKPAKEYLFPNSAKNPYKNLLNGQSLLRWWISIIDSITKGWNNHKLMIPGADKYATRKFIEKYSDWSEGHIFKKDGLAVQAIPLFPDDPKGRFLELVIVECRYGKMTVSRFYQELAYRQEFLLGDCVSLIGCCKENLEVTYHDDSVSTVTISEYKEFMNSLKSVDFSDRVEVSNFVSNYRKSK
* marks the source's active call; other numbers are inactive results; u = inconclusive; x = not tested or not shown.

SMILES | dFosB activator | cardiac RTF act | LANA DNA inh | SUMO Mot1 rescue | PvdQ acylase | NSD2 HMT inh | CDK5 inh | PfHsp90 set2 | RTF Ca sens inh | Keap1-Nrf2 PPI | Rtt109 Vps75
O=C(CSc1nc(C2CCCCC2)nc2ccccc12)NCc1ccc2c(c1)OCO2 | 2 | -3 | 0.5 | -5 | -4 | 1 | -0.1 | 9 | -3 | 0 | 3
NS(=O)(=O)c1ccc(NC(=O)Nc2cccc(Cl)c2)cc1 | -12 | -1 | -0.5 | 22 | -8 | -8 | 1.7 | 9 | 4 | 4 | 6
CN1CCN(C(=O)CCN2C(=O)/C(=C/c3cccc(Br)c3)SC2=S)CC1 | 5 | -3 | -1.2 | -15 | -4 | 0 | 0.5 | 7 | 0 | -1 | -6
Cc1ccc(OCCCC(=O)N2CCOCC2)c(C)c1 | 2 | 2 | -1.0 | 20 | -8 | -1 | -0.2 | 2 | 0 | 0 | -5
O=C(COc1cccnc1[N+](=O)[O-])Nc1cccc2ccccc12 | -9 | 1 | 1.3 | -18 | -12 | 2 | -1.3 | -3 | -2 | -3 | 0
COc1ccc(C2(C(=O)Nc3ccc(C(=O)O)cc3)CCOCC2)cc1 | -1 | 0 | 0.9 | -9 | -8 | -2 | -1.4 | 7 | 0 | -3 | -3
CCOC(=O)C(=Cc1ccc(-n2cncn2)cc1)C(=O)OCC | -9 | 6 | -1.3 | -12 | -10 | 4 | 0.7 | u | -9 | -13 | 10
Cc1cc(=O)n2[nH]c(SCc3ccc(Cl)cc3)nc2n1 | -2 | -5 | -0.4 | 11 | -9 | 3 | 1.3 | -11 | -2 | 0 | 8
Cc1cc(C)c(NC(=O)CNC(=O)Cc2sc(C)nc2-c2ccc(F)cc2)c(C)c1 | -10 | -7 | 0.5 | 7 | -4 | 0 | 0.4 | 5 | -4 | -6 | 4
C[C@]12CC[C@@H]3c4ccc(O)cc4CC[C@H]3[C@@H]1C[C@@H](O)[C@@H]2O | 2 | 1 | 2.3 | 77 | 6 | x | -0.2 | 12 | 5 | -1 | 12
COc1ccccc1OCC#CCSc1ncccn1 | 3 | -7 | -0.8 | 343 | -4 | -4 | 2.8 | 7 | 5 | 0 | -4
COc1ccccc1-c1noc(Cn2cc(S(=O)(=O)N3CCCC3)ccc2=O)n1 | -7 | -3 | 0.3 | 1 | -2 | -3 | 0.5 | 4 | -3 | 0 | -1
Cc1ncc(C(=O)O)c(C(=O)O)c1N | -8 | -1 | -0.3 | -4 | 8 | 0 | 0.6 | 6 | -1 | -1 | -4
O=C(CSc1ncccc1-c1nc2ccccc2[nH]1)NCc1ccco1 | -15 | -1 | 5.3 | -5 | -8 | 0 | -4.5 | -27 | -9 | -11 | 0
O=C(CCC(=O)N1CCN(S(=O)(=O)c2ccc(Cl)cc2)CC1)NCc1ccccc1 | -8 | 2 | 1.2 | -8 | 2 | -1 | 1.6 | 6 | -13 | 0 | -5
CC(C)OCCCN1CC(=O)N2[C@@H](Cc3c([nH]c4ccccc34)C2(C)C)C1=O | -4 | -5 | -3.0 | -23 | 9 | 0 | 1.7 | 8 | -11 | -6 | 5
CC(/C=N/n1cnnc1)=C\c1ccco1 | 4 | -2 | 5.7 | 14 | 11 | x | 0.1 | 0 | -6 | -4 | -2
O=C(CCl)Nc1ccccc1C(=O)Nc1ccc2c(c1)OCO2 | 4 | -3 | -0.6 | -5 | -5 | 1 | -1.4 | -20 | -7 | 0 | -5
c1ccc(COC2COC3C(OCc4ccccc4)COC23)cc1 (centres undefined) | 2 | -4 | 0.6 | x | -4 | -4 | -0.1 | 22 | -2 | 3 | -3
O=C(COC(=O)C1CCC(=O)N1)Nc1ccccc1Br (centres undefined) | -3 | -1 | 2.7 | 2 | -2 | -3 | -1.9 | 6 | -14 | -5 | 5
O=C(CSc1ncnc2c1oc1ccccc12)NC1CCCCC1 | -6 | -1 | 1.3 | 10 | -14 | x | 0.3 | -3 | -3 | -8 | -4
O=C(COC(=O)/C=C/c1ccccc1Cl)NC(=O)Cc1ccccc1 | -8 | 8 | -0.3 | 9 | 3 | 5 | -0.1 | -10 | 0 | -6 | -2
COc1ccc(-n2nnnc2S(=O)(=O)CC(=O)N2CCCCC2)cc1 | -1 | -7 | -1.3 | 486* | -3 | x | 2.0 | 26 | -3 | -26 | -12
Cn1c(SCc2ccccc2[N+](=O)[O-])nnc1-c1cccnc1 | -4 | -2 | -2.2 | 7 | 4 | 24 | 1.1 | 5 | 6 | 0 | 3
Cc1cccc(-c2nc3c(c(SCC(=O)N4CCOCC4)n2)Cc2c(CO)cnc(C)c2O3)c1 | -10 | -5 | -1.0 | 193 | 8 | 14 | x | -1 | 6 | -4 | 20
O=C(NCCCn1ccnc1)/C(=C\c1cccs1)NC(=O)c1ccco1 | -6 | 0 | 0.8 | -16 | 0 | x | 0.6 | -11 | -2 | -2 | 0
CN(C)/C=C(\C(=O)c1ccc(Cl)cc1)c1nnnn1-c1ccc(Cl)cc1 | -5 | -1 | 1.9 | -5 | 7 | x | -0.4 | x | -6 | 2 | 10
CCN(CC)S(=O)(=O)c1cccc(NC(=O)c2ccc(-n3nc(C)cc3C)cc2)c1 | -6 | -7 | -2.8 | -16 | -8 | 0 | -1.1 | 8 | -2 | 5 | -1
CCCN(CC(=O)Nc1ccccc1OC)CC(=O)c1c(N)n(Cc2ccccc2)c(=O)n(C)c1=O | -10 | -4 | -1.4 | x | -16 | 6 | 0.5 | 0 | -2 | -3 | -5
C/C(=N/OCC(=O)NCCCCCCNC(=O)CO/N=C(/C)c1cccs1)c1cccs1 | -11 | 5 | 0.4 | 1 | -10 | -1 | 1.5 | 5 | -8 | -5 | 0
O=C(Nc1ccon1)Nc1ccc(Cl)cc1Cl | -1 | -3 | -1.1 | -1 | -2 | -3 | -0.2 | -4 | -2 | 4 | 2
CN(C(=O)CCl)C1CCCc2ccccc21 (centres undefined) | -6 | -3 | 1.1 | x | 4 | -3 | 2.8 | -7 | -15 | 0 | 14
CCOc1cc(/C=C2\SC(N)=NC2=O)ccc1O | -2 | -6 | -6.6 | 7 | 0 | -2 | 5.8 | 16 | 2 | -3 | 1
CCc1c(C#N)c(=O)[nH]c(=O)n1-c1ccccc1 | -7 | 11 | 0.4 | -8 | -14 | 3 | 0.2 | 2 | -7 | -7 | 5
CCOC(=O)CCc1c(C)c2ccc(OC(C)C(=O)OCC)c(C)c2oc1=O (centres undefined) | -18 | 3 | 0.0 | -16 | -10 | -4 | 3.4 | -1 | -7 | -5 | 0
Cc1ccc(C(=O)Nc2ncc(C)s2)s1 | -1 | -2 | -2.2 | 6 | -1 | 6 | 1.7 | -1 | 0 | 3 | -4
O=C(CSC1=NCCS1)NC1CCCCC1 | -4 | -5 | 1.6 | 94 | -13 | -2 | 1.6 | 12 | -10 | -2 | -46
CC1CC(OCC(O)CN2CCN(Cc3ccccc3)CC2)CC(C)(C)C1 (centres undefined) | -9 | 0 | 0.3 | 24 | 2 | 1 | 0.0 | 15 | -5 | -3 | 11
CCCNC(=O)c1cccc(C(F)(F)F)c1 | -1 | 5 | -0.1 | 199 | 0 | 1 | -0.3 | 3 | 1 | 3 | 12
CCOC(=O)Cc1cnc(NC(=O)CSc2nc(C)c(CC)c(=O)[nH]2)s1 | -2 | 2 | -1.6 | -10 | 0 | -1 | -7.1 | -12 | 9 | -2 | 0
O=c1nc2c(-c3ccccc3F)n[nH]n2c2ccccc12 | 0 | 2 | -1.1 | -17 | -14 | 2 | 2.1 | 3 | -4 | -1 | x
Nc1c(Cl)cc(Cl)cc1C(=O)OCC(=O)N1CCCC1=O | 4 | 0 | -0.3 | -13 | -16 | 0 | 1.7 | x | -27 | -8 | -6
Cc1ccc(C)c(C(C)NC(=O)C2CCCO2)c1 (centres undefined) | 0 | 4 | 0.6 | -25 | -15 | -2 | 0.7 | 11 | -1 | -8 | -8
CC(C)(C)CN1CCNC[C@H]1Cc1ccc(O)cc1 | 1 | 3 | -0.4 | -6 | -7 | x | 0.3 | -19 | -4 | -6 | 1
CCN(CC)CC(O)Cn1c(-c2cccc(Cl)c2)nc2cc(C)c(C)cc21 (centres undefined) | -10 | -16 | 1.7 | 18 | -16 | 6 | 0.7 | -8 | 2 | 2 | 3
COc1cc(C(=O)NCCCc2nc3ccccc3n2Cc2cc(C)ccc2C)cc(OC)c1OC | -1 | -1 | 0.7 | 2 | -8 | x | -0.3 | -29 | -5 | 1 | -4
CCN1CCCC1CNC(=O)c1ccc(Sc2ccc(F)cc2)c([N+](=O)[O-])c1 (centres undefined) | -8 | 1 | -1.2 | 115 | -13 | 11 | 0.5 | -58 | -3 | -2 | -2
Cc1cccc(OCC(=O)NCC(c2ccco2)N2CCCC2)c1 (centres undefined) | 0 | -3 | 0.5 | x | -8 | -3 | -0.7 | x | -5 | 6 | 7

Reprinted from the listing, 2 compounds:
SMILES | dFosB activator | cardiac RTF act | LANA DNA inh | SUMO Mot1 rescue | PvdQ acylase | NSD2 HMT inh | CDK5 inh | PfHsp90 set2 | RTF Ca sens inh | Keap1-Nrf2 PPI | Rtt109 Vps75
CCN(CC)CC(O)Cn1c(-c2cccc(Cl)c2)nc2cc(C)c(C)cc21 (centres undefined) | -10 | -16 | 1.7 | 18 | -16 | 6 | 0.7 | -8 | 2 | 2 | 3
COc1cc(C(=O)NCCCc2nc3ccccc3n2Cc2cc(C)ccc2C)cc(OC)c1OC | -1 | -1 | 0.7 | 2 | -8 | x | -0.3 | -29 | -5 | 1 | -4

Structures shown so far with an aryl methoxy group:
SMILES | dFosB activator | cardiac RTF act | LANA DNA inh | SUMO Mot1 rescue | PvdQ acylase | NSD2 HMT inh | CDK5 inh | PfHsp90 set2 | RTF Ca sens inh | Keap1-Nrf2 PPI | Rtt109 Vps75
COc1ccc(C2(C(=O)Nc3ccc(C(=O)O)cc3)CCOCC2)cc1 | -1 | 0 | 0.9 | -9 | -8 | -2 | -1.4 | 7 | 0 | -3 | -3
COc1ccccc1OCC#CCSc1ncccn1 | 3 | -7 | -0.8 | 343 | -4 | -4 | 2.8 | 7 | 5 | 0 | -4
COc1ccccc1-c1noc(Cn2cc(S(=O)(=O)N3CCCC3)ccc2=O)n1 | -7 | -3 | 0.3 | 1 | -2 | -3 | 0.5 | 4 | -3 | 0 | -1
COc1ccc(-n2nnnc2S(=O)(=O)CC(=O)N2CCCCC2)cc1 | -1 | -7 | -1.3 | 486* | -3 | x | 2.0 | 26 | -3 | -26 | -12
CCCN(CC(=O)Nc1ccccc1OC)CC(=O)c1c(N)n(Cc2ccccc2)c(=O)n(C)c1=O | -10 | -4 | -1.4 | x | -16 | 6 | 0.5 | 0 | -2 | -3 | -5
COc1cc(C(=O)NCCCc2nc3ccccc3n2Cc2cc(C)ccc2C)cc(OC)c1OC | -1 | -1 | 0.7 | 2 | -8 | x | -0.3 | -29 | -5 | 1 | -4
